APJ antag: APJ receptor antagonism; P35414; CHO-K1 APJ beta-arrestin complementation, luminescence; inhibition, % at 20 µM; AID 2521; actives 0.32% (n = 330,000);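 active = inhibition above about 40% at 20 µM, limit read from the data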;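 also: cells challenged with 10 nM apelin-13 agonist together with compound; plate controls were apelin-13 plus DMSO wells for no effect and DMSO wells lacking apelin-13 for full effect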
Target sequence (P35414 whole entry, looked up): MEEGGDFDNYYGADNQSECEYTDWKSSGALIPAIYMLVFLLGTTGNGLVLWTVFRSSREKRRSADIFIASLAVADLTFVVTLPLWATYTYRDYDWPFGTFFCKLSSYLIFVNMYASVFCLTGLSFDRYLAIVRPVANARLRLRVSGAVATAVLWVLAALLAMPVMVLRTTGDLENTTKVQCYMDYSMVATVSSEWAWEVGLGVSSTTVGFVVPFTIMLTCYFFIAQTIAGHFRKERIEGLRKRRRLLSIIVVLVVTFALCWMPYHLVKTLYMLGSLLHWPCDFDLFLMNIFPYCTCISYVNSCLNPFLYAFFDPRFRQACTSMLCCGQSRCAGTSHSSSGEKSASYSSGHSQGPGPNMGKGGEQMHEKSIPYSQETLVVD
EBI2 block: antagonists of human EBI2 receptor | inhibition, % at 5 µM | EBI2 beta-arrestin recruitment, luminescence, 7a,25-OHC stimulated | actives 0.81% (n = 360,000) | P32249; in the data active = inhibition above about 38%;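 also: enzyme fragment complementation signal reports receptor beta-arrestin coupling in cells; 0% = agonist plus DMSO wells and 100% = wells without agonist; some results beyond the cut were filed as inactive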
ATG4B inhibitor: ATG4B (human) cysteine protease inhibition. inhibition, % at 8.33 µM. actives 0.51% (n = 340,000). ATG4B cleavage of LC3-PLA2, NBD-HPC fluorescence, 1 h. Q9Y4P1; in the data active = inhibition above about 40%
CCR6 antagonist: CCR6 (human) receptor antagonism; P51684; CHO-K1 CCR6 PathHunter beta-arrestin, luminescence, CCL20-stimulated; inhibition, % at 20 µM; actives 0.49% (n = 340,000); AID 493098;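 active = compounds whose inhibition of the agonist-driven luminescence signal at 20 µM reaches about 50%, limit read from the data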;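 also: cells stimulated with CCL20 at 14 nM final; plate controls were DMSO with CCL20 for no effect and DMSO without agonist for full effect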
Target sequence (P51684 whole entry, looked up): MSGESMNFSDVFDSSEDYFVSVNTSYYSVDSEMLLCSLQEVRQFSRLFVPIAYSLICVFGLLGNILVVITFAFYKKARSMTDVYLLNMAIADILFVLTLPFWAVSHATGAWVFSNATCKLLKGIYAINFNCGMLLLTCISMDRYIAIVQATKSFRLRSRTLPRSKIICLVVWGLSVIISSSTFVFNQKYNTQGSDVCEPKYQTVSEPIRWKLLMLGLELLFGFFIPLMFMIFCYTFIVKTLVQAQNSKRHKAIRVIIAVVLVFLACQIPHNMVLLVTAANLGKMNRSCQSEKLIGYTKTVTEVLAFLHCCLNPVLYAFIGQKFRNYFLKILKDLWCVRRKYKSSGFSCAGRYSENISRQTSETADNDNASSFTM
CXCR6 block: blocks human CXCR6 beta-arrestin recruitment | inhibition, % at 20 µM | CHO-K1 PathHunter CXCR6 beta-arrestin, luminescence | O00574 | AID 602244 | actives 0.36% (n = 360,000); in the data active = inhibition above about 34%, passing the limit was not always enough;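 also: antagonist mode with CXCL16 agonist at 10 nM final; 0% = 10 nM CXCL16 with DMSO and 100% = unstimulated wells without agonist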
Gli-Sufu block: antagonists of Gli-Sufu signaling. actives 0.74% (n = 340,000). Sufu-KO-LIGHT fibroblasts, Gli luciferase reporter luminescence. AID 588413. inhibition, % at 5 µM;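 active = inhibition above about 55%, limit read from the data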;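 also: 0% = DMSO-treated cells and 100% = wells with medium but no cells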
APJ ag: activates the human apelin receptor APJ; CHO-K1 APJ PathHunter beta-arrestin, luminescence; 0% DMSO wells, 100% apelin; activation, % at 20 µM; actives 0.11% (n = 330,000);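 active = activation more than six SD over the plate average, tested at 20 µM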;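 also: 0% = DMSO alone and 100% = apelin-13 at 10 nM; some results filed as inactive read as strong as hits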
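Assay system: CHO-K1 cells stably expressing ProLink-tagged human APJ and arrestin–beta-gal acceptor. Compound dosing: 20 µM single point, 1% DMSO. Times: 16-18 h seeding, 90 min dark compound exposure, 60 min detection. Detection: beta-gal luminescence. Evaluation: APJ–arrestin association signal. Controls: negative DMSO alone, positive Apelin-13 at 10 nM.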
UBC13 inh: human UBC13 polyubiquitination inhibition. UBC13 polyubiquitin chain formation, TR-FRET. actives 0.47% (n = 330,000). inhibition, % at 20 µM. P61088; in the data active = inhibition above about 45%, passing the limit was not always enough
Target sequence (P61088 whole entry, looked up): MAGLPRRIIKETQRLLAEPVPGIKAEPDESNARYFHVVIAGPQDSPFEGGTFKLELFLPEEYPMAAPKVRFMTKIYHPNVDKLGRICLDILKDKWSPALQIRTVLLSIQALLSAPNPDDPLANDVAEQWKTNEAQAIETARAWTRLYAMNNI
Active calls of the source: *.

Results for O=c1sc2ccccc2n1COc1ccc(Cl)cc1 ?
APJ antag: 3; EBI2 block: 14; ATG4B inhibitor: 3; CCR6 antagonist: 21; CXCR6 block: 4; Gli-Sufu block: 5; APJ ag: -4; UBC13 inh: 16

What do the screens show for `O=C(CCNc1n[nH]c(=O)[nH]c1=O)N/N=C/c1ccc(C(F)(F)F)cc1`?
APJ antag: -8; EBI2 block: 4; ATG4B inhibitor: -1; CCR6 antagonist: -2; CXCR6 block: -1; Gli-Sufu block: -2; APJ ag: -2; UBC13 inh: 1

What do the screens show for `CC(=O)c1c(N2CCOCC2)nc(=S)n(Cc2ccccc2)c1C`?
APJ antag: 5; EBI2 block: -5; ATG4B inhibitor: -2; CCR6 antagonist: -2; CXCR6 block: 1; Gli-Sufu block: -15; APJ ag: -2; UBC13 inh: 6

How did CC(OC(=O)C1CCN(c2ccc(C(F)(F)F)cn2)CC1)C(=O)Nc1cccc([N+](=O)[O-])c1 (stereo not drawn) do in these assays?
APJ antag: 2; EBI2 block: 11; ATG4B inhibitor: -10; CCR6 antagonist: 12; CXCR6 block: -9; Gli-Sufu block: -9; APJ ag: -2; UBC13 inh: -6

How did C=CCN=C1S/C(=C\N(C)C)C(=O)N1S(=O)(=O)c1ccc(C)cc1 do in these assays?
APJ antag: 10; EBI2 block: 11; ATG4B inhibitor: -6; CCR6 antagonist: 4; CXCR6 block: 2; Gli-Sufu block: 10; APJ ag: -3; UBC13 inh: -17

Results for CCOC(=O)CC[C@H](NC(=O)Cn1cc(C)c(=O)[nH]c1=O)C(=O)OCC ?
EBI2 block: -4; CCR6 antagonist: 9; CXCR6 block: 3; Gli-Sufu block: -4

How did O=C(NC1CCCCC1)c1ccccc1C(F)(F)F do in these assays?
APJ antag: -11; EBI2 block: 9; ATG4B inhibitor: -10; CCR6 antagonist: 0; CXCR6 block: -2; Gli-Sufu block: 14; APJ ag: 3; UBC13 inh: 2

What do the screens show for `CCn1cc(C(=O)N[C@@H](CCSC)C(=O)NCCO)c(=O)c2cc3c(cc21)OCO3`?
APJ antag: 25; EBI2 block: -7; ATG4B inhibitor: 1; CCR6 antagonist: 4; CXCR6 block: -1; Gli-Sufu block: 38; APJ ag: -5; UBC13 inh: 2

What do the screens show for `CCOc1ccc(CCNC(=O)c2cc([N+](=O)[O-])ccc2N2CCOCC2)cc1OCC`?
APJ antag: 2; EBI2 block: 3; ATG4B inhibitor: 3; CCR6 antagonist: 13; CXCR6 block: 0; Gli-Sufu block: 13; APJ ag: -5; UBC13 inh: -10

How did CSc1ncc(C(=O)Nc2cc(C)ccc2C)c(C)n1 do in these assays?
APJ antag: 8; EBI2 block: -4; ATG4B inhibitor: -3; CCR6 antagonist: 15; CXCR6 block: 1; Gli-Sufu block: -3; APJ ag: -3; UBC13 inh: -1

Results for O=C(COC(=O)Cc1ccccc1F)NCCNC(=O)COC(=O)Cc1ccccc1F ?
APJ antag: 11; EBI2 block: -14; ATG4B inhibitor: 2; CCR6 antagonist: 5; CXCR6 block: 8; Gli-Sufu block: -10; APJ ag: -3; UBC13 inh: -2

What do the screens show for `COc1cc(C(=O)OCC(=O)c2cc(C)n(C)c2C)cc(NC(=O)c2ccco2)c1OC`?
APJ antag: -14; EBI2 block: -32; ATG4B inhibitor: -4; CCR6 antagonist: -4; CXCR6 block: -6; Gli-Sufu block: 14; APJ ag: 8; UBC13 inh: 9

3 entries from above, ordered by SMILES length, highest first.
How did CC(OC(=O)C1CCN(c2ccc(C(F)(F)F)cn2)CC1)C(=O)Nc1cccc([N+](=O)[O-])c1 (stereo not drawn) do in these assays?
APJ antag: 2; EBI2 block: 11; ATG4B inhibitor: -10; CCR6 antagonist: 12; CXCR6 block: -9; Gli-Sufu block: -9; APJ ag: -2; UBC13 inh: -6

What do the screens show for `O=C(CCNc1n[nH]c(=O)[nH]c1=O)N/N=C/c1ccc(C(F)(F)F)cc1`?
APJ antag: -8; EBI2 block: 4; ATG4B inhibitor: -1; CCR6 antagonist: -2; CXCR6 block: -1; Gli-Sufu block: -2; APJ ag: -2; UBC13 inh: 1

How did C=CCN=C1S/C(=C\N(C)C)C(=O)N1S(=O)(=O)c1ccc(C)cc1 do in these assays?
APJ antag: 10; EBI2 block: 11; ATG4B inhibitor: -6; CCR6 antagonist: 4; CXCR6 block: 2; Gli-Sufu block: 10; APJ ag: -3; UBC13 inh: -17

(listing goes on)
What do the screens show for `CCCN1c2cccc3cccc(c23)S1(=O)=O`?
APJ antag: -13; EBI2 block: -8; ATG4B inhibitor: -6; CCR6 antagonist: -1; CXCR6 block: 0; Gli-Sufu block: -1; APJ ag: -1; UBC13 inh: 12

What do the screens show for `Cc1cc([N+](=O)[O-])nn1Cc1ccc(C(=O)N/N=C/c2ccccc2)cc1`?
APJ antag: 0; EBI2 block: -1; ATG4B inhibitor: -7; CCR6 antagonist: -11; CXCR6 block: -2; Gli-Sufu block: -9; APJ ag: -3; UBC13 inh: -3

Results for CC(=O)N[C@H]1C[C@@H]1c1ccccc1 ?
APJ antag: 3; EBI2 block: -3; ATG4B inhibitor: -3; CCR6 antagonist: -24; CXCR6 block: -2; Gli-Sufu block: 1; APJ ag: -2; UBC13 inh: 7

Results for CCOC(=O)N1CCN(C(=O)c2ccc3c(=O)n(CCOC)c(=O)[nH]c3c2)CC1 ?
APJ antag: -14; EBI2 block: -1; ATG4B inhibitor: -1; CCR6 antagonist: 3; CXCR6 block: 4; Gli-Sufu block: -17; APJ ag: -5; UBC13 inh: -2

What do the screens show for `Cc1ccc(-n2ncc3c(NCc4cccnc4)ncnc32)c(C)c1`?
APJ antag: -25; EBI2 block: 6; ATG4B inhibitor: 4; CCR6 antagonist: 13; CXCR6 block: -7; Gli-Sufu block: 27; APJ ag: 2; UBC13 inh: 5

How did O=C(/C=C/c1ccccc1)Nc1ccc2c(c1)C(=O)NC2=O do in these assays?
APJ antag: -8; EBI2 block: -10; ATG4B inhibitor: -2; CCR6 antagonist: 11; CXCR6 block: -2; Gli-Sufu block: -10; APJ ag: 0; UBC13 inh: -9

What do the screens show for `COc1ccc(OCc2nnc(SCC(=O)N3c4ccccc4Sc4ccc(Cl)cc43)o2)cc1`?
APJ antag: 4; EBI2 block: 66*; ATG4B inhibitor: -5; CCR6 antagonist: 4; CXCR6 block: -1; Gli-Sufu block: 11; APJ ag: 0; UBC13 inh: -10

What do the screens show for `CC1CCC(C(=O)NC(C(=O)NCc2ccccn2)C(C)C)CC1` (stereo not drawn)?
APJ antag: 28; EBI2 block: 12; ATG4B inhibitor: -3; CCR6 antagonist: 3; CXCR6 block: 1; Gli-Sufu block: 10; APJ ag: 6; UBC13 inh: -6

Results for CCCCn1c(N)c(N(CC(C)C)C(=O)c2ccc(-c3ccc(C(C)=O)cc3)o2)c(=O)[nH]c1=O ?
APJ antag: 3; EBI2 block: 0; ATG4B inhibitor: -9; CCR6 antagonist: 6; CXCR6 block: 8; Gli-Sufu block: -5; APJ ag: -2; UBC13 inh: -7

Results for C=CCn1c(O)c(N=NC(=O)OCC)c2ccccc21 ?
APJ antag: -1; EBI2 block: -10; ATG4B inhibitor: -6; CCR6 antagonist: 22; CXCR6 block: 5; Gli-Sufu block: 0; APJ ag: 1; UBC13 inh: 5

Results for Cn1cnnc1Sc1ccc(C(F)(F)F)cc1[N+](=O)[O-] ?
APJ antag: -40; EBI2 block: 0; ATG4B inhibitor: -2; CCR6 antagonist: -18; CXCR6 block: -11; Gli-Sufu block: -1; APJ ag: 1; UBC13 inh: -2

How did CC(=O)c1ccc(OCCCC(=O)OCC(=O)N2CCN(c3ccccc3)CC2)cc1 do in these assays?
APJ antag: 12; EBI2 block: -5; ATG4B inhibitor: -6; CCR6 antagonist: 12; CXCR6 block: -4; Gli-Sufu block: -5; APJ ag: -1; UBC13 inh: 5

How did COc1cccc(CNc2nc3ccccc3n2CCN2CCCCC2)c1 do in these assays?
APJ antag: 6; EBI2 block: 17; ATG4B inhibitor: 17; CCR6 antagonist: 22; CXCR6 block: 10; Gli-Sufu block: 15; APJ ag: -5; UBC13 inh: 13

How did CSCCC(NC(=O)c1ccco1)C(=O)Nc1cc(C)ccn1 (stereo not drawn) do in these assays?
APJ antag: 9; EBI2 block: -7; ATG4B inhibitor: 8; CCR6 antagonist: -3; CXCR6 block: -5; Gli-Sufu block: -11; APJ ag: 6; UBC13 inh: -6

What do the screens show for `N=c1c(S(=O)(=O)c2ccc(Br)cc2)cc2c(=O)n3ccccc3nc2n1Cc1ccco1`?
APJ antag: 9; EBI2 block: 15; ATG4B inhibitor: 3; CCR6 antagonist: 15; CXCR6 block: 23; Gli-Sufu block: -6; APJ ag: 5; UBC13 inh: 3

How did CCC(=O)Nc1ccc(C=C(C(C)=O)C(C)=O)cc1 do in these assays?
APJ antag: 1; EBI2 block: -2; ATG4B inhibitor: -4; CCR6 antagonist: 0; CXCR6 block: 0; Gli-Sufu block: -6; APJ ag: -1; UBC13 inh: -9

What do the screens show for `N#Cc1ccc(C(=O)N(Cc2ccco2)c2c(N)n(Cc3ccccc3)c(=O)[nH]c2=O)cc1`?
APJ antag: 0; EBI2 block: 7; ATG4B inhibitor: -9; CCR6 antagonist: 5; CXCR6 block: 2; Gli-Sufu block: 2; APJ ag: -3; UBC13 inh: -2

How did O=c1oc(-c2ccco2)nc2sc3c(c12)CCCCC3 do in these assays?
APJ antag: -3; EBI2 block: 6; ATG4B inhibitor: 0; CCR6 antagonist: 9; CXCR6 block: 9; Gli-Sufu block: -14; APJ ag: -2; UBC13 inh: -3

What do the screens show for `Cc1ccc(S(=O)(=O)N2CCN(CC(=O)N/N=C\c3ccccn3)CC2)cc1`?
APJ antag: 23; EBI2 block: 11; ATG4B inhibitor: -6; CCR6 antagonist: -3; CXCR6 block: -4; Gli-Sufu block: -1; APJ ag: -2; UBC13 inh: -14

How did CCN(CC)CC(O)COc1ccc2c(c1)OCO2 (stereo not drawn) do in these assays?
APJ antag: 9; EBI2 block: 6; ATG4B inhibitor: 8; CCR6 antagonist: -6; CXCR6 block: -5; Gli-Sufu block: 0; APJ ag: -1; UBC13 inh: 4

What do the screens show for `COc1ccc(NC(=O)c2ccc(COc3ccccc3Br)o2)cc1OC`?
APJ antag: -17; EBI2 block: -2; ATG4B inhibitor: 9; CCR6 antagonist: 11; CXCR6 block: 1; Gli-Sufu block: -12; APJ ag: -2; UBC13 inh: 3

Results for Cc1c(S(=O)(=O)NC(C)c2ccccc2)c(=O)n(C)c(=O)n1C (stereo not drawn) ?
APJ antag: 3; EBI2 block: 1; ATG4B inhibitor: 7; CCR6 antagonist: 15; CXCR6 block: 4; Gli-Sufu block: 0; APJ ag: 2; UBC13 inh: -5

How did COc1ccc(OC)c(CCNC(=O)c2sc3nc4n(c(=O)c3c2C)CCC4)c1 do in these assays?
APJ antag: 4; EBI2 block: 1; ATG4B inhibitor: -6; CCR6 antagonist: 12; CXCR6 block: -4; Gli-Sufu block: -21; APJ ag: 2; UBC13 inh: -2

How did OC[C@H]1O[C@@H](n2cnc3c(NCc4ccco4)ncnc32)[C@H](O)[C@@H]1O do in these assays?
EBI2 block: -1; ATG4B inhibitor: -1; CCR6 antagonist: -8; CXCR6 block: -2; Gli-Sufu block: 11

How did COc1cccc(-c2onc3ccc(C(=O)/C=C/N(C)C)cc23)c1 do in these assays?
APJ antag: -12; EBI2 block: 9; ATG4B inhibitor: 3; CCR6 antagonist: 6; CXCR6 block: 3; Gli-Sufu block: 5; APJ ag: 1; UBC13 inh: -2

How did O=C(CNC(=O)c1ccccc1F)N/N=C/c1cccnc1 do in these assays?
APJ antag: -25; EBI2 block: -20; ATG4B inhibitor: -3; CCR6 antagonist: -14; CXCR6 block: -4; Gli-Sufu block: -4; APJ ag: -5; UBC13 inh: 4

How did COC(=O)c1sccc1NC(=O)c1cc(-c2cccc(C)c2)nc2ccccc12 do in these assays?
APJ antag: 6; EBI2 block: -16; ATG4B inhibitor: -6; CCR6 antagonist: 0; CXCR6 block: 1; Gli-Sufu block: 7; APJ ag: -5; UBC13 inh: 23

Results for CCOC(=O)C(C#N)c1ccccn1 (stereo not drawn) ?
APJ antag: 27; EBI2 block: -2; ATG4B inhibitor: -4; CCR6 antagonist: -9; CXCR6 block: 9; Gli-Sufu block: -8; APJ ag: -3; UBC13 inh: -6
